Compound activity from PubChem.
RGS4 inh = human RGS4 inhibition. P49798. Transcreener GDP fluorescence polarization, RGS4-accelerated GTP hydrolysis. Potency, µM (titrated, usually from 114 µM), for inactives: top-dose activity change, negative = inhibition, most hits filed as inhibitors. actives 0.039% (n = 390,000). AID 504845; also: potency is read from the fitted curve at half-maximal effect; % is scaled to controls: 0 for no effect and ±100 for the full control effect; nearly all actives have a fitted effect of over 75% in size; some results filed as inactive show a strong effect at the top dose
Target sequence (P49798 whole entry, looked up): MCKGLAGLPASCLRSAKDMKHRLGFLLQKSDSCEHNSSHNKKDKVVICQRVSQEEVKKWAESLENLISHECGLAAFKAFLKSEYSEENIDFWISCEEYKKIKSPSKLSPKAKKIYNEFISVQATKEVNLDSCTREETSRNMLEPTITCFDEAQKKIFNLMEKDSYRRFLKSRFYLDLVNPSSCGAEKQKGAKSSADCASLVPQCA
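MLSMR compounds (23 nl, pin-transferred) preincubated 10 min at room temperature with a 500nM (2x) first reagent, then RGS4 at 900nM (2x) plus Transcreener GDP mix added; fluorescence polarization (620/688 nm) read before and after 90 min at 30 °C.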
BAZ2B inh = BAZ2B (human) inhibition. Q9UIF8. actives 4.4% (n = 360,000). AlphaScreen BAZ2B-H3K14Ac peptide displacement. Potency, µM (titrated, usually from 114 µM), for the others: at the highest dose activity change, negative = inhibition, most hits filed as inhibitors. AID 504333; also: potency is read from the fitted curve at half-maximal effect; % is scaled to controls: 0 for no effect and ±100 for the full control effect; nearly all actives have a fitted effect of over 60% in size
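In this displacement format the biotinylated H3(5-23) peptide acetylated at Lys14 serves as ligand at 50 nM, with BAZ2B at 50 nM in PBS pH 7.4 containing 0.01% Tween-20. Donor and acceptor beads are 10 ug/mL final.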
HP1b chromo inh = blocks HP1-beta chromodomain binding to methylated histone tails. P83916. AlphaScreen HP1-beta / biotin-H3K9me3 peptide binding. Potency, µM (series often up to 114 µM), for the others: top-dose activity change, negative = inhibition, hits mostly inhibitors. actives 0.56% (n = 390,000). AID 540317; also: potency is read from the fitted curve at half-maximal effect; nearly all actives have a fitted effect of over 70% in size; inactives centre near 23
Target sequence (P83916 whole entry, looked up): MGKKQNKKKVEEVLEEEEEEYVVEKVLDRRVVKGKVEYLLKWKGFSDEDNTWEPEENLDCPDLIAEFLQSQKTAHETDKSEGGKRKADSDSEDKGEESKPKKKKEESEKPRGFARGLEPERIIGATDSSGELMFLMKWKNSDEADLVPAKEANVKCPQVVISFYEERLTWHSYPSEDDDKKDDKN
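HP1-beta protein (50 nM final) preincubated 30 min at room temperature with biotinylated H3(1-18)K9me3 peptide (50 nM) in PBS pH 7.4, 0.01% Tween-20, then compound added for 30 min. AlphaScreen streptavidin donor/nickel chelate acceptor beads (10 ug/mL final), 30 min dark, luminescence read.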
JMJD2A Tudor = inhibitors of human JMJD2A Tudor domain | AlphaScreen JMJD2A-Tudor / H3K4me3 peptide binding | Potency, µM (titrated, usually from 114 µM), for the others: at the top dose activity change, negative = inhibition, actives largely listed as inhibitors | actives 4.4% (n = 390,000) | AID 504339; also: potency is read from the fitted curve at half-maximal effect; % is scaled to controls: 0 for no effect and ±100 for the full control effect; nearly all actives have a fitted effect of over 50% in size
GLS inhibitor = blocks human kidney-isoform glutaminase activity; O94925; actives 0.21% (n = 410,000); AID 624170; GLS enzymatic activity, qHTS titration; Potency, µM (series often up to 45.5 µM), without a hit: at the highest dose activity change, negative = inhibition, actives largely listed as inhibitors; also: potency is read from the fitted curve at half-maximal effect; % is scaled to controls: 0 for no effect and ±100 for the full control effect
Target sequence (O94925 whole entry, looked up, canonical isoform): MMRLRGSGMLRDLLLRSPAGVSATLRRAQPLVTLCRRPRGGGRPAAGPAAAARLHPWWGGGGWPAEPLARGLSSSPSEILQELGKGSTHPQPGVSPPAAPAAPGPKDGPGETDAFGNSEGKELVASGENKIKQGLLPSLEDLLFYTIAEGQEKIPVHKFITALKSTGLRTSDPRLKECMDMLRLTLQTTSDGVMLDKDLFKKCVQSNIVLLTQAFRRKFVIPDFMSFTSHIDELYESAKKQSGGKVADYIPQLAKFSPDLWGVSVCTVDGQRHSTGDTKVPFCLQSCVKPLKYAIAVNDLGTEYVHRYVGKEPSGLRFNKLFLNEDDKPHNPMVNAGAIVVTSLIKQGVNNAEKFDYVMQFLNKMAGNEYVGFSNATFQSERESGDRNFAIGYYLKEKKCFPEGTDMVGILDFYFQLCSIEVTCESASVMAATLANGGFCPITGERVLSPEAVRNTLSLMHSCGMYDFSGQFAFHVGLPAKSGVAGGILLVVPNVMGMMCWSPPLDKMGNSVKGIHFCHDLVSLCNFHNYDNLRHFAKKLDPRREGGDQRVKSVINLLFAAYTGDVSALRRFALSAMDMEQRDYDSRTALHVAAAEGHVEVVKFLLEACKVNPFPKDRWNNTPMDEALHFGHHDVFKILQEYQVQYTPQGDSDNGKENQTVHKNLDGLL
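Assay buffer: 45 mM KH2PO4 pH 8.2, 0.02% Tween-20. hKGA acts on L-glutamine (1 mM solution added); product glutamate is reported by an oxidase/peroxidase Amplex Red coupling, with fluorescence taken at baseline and 30 min.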
G9a block = G9a (human) methyltransferase inhibition; Q96KQ7; G9a H3K9 monomethylation, AlphaScreen, 2 h; Potency, µM (highest dose often 102 µM), without a hit: at the highest dose activity, negative = inhibition, hits mostly inhibitors; actives 8.8% (n = 350,000); AID 504332; also: potency is read from the fitted curve at half-maximal effect; % is scaled to controls: 0 for no effect and ±100 for the full control effect; nearly all actives have a fitted effect of over 75% in size
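G9a (20 nM) was preincubated 15 min with compound, then reacted 2 h at room temperature with 500 nM biotin-H3K9 peptide and 20 µM SAM. Monomethyl-H3K9 detected by AlphaScreen using anti-H3K9me1 antibody.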
ERG Ets-DNA blk = inhibitors of human ERG Ets domain-DNA interaction. fluorescence polarization, His-ERG Ets domain / labelled DNA. actives 0.028% (n = 370,000). Potency, µM (highest dose often 76.9 µM), without a hit: at the top dose FP activity, negative = inhibition, actives largely listed as inhibitors; active = well fitted inhibition curve with a large enough effect in the polarisation, with a control signal flat; inconclusive = small, poorly fitted or top-dose-only effect, or effect the other way, or a change in a side signal; inactive = no such curve, though single readings can be large or run the other way; the % refers to the polarisation;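 also: polarization taken with two DNA probes labelled with fluorescein and Texas red; potency is read from the fitted curve at half-maximal effect; % of control where 0% means no effect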
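His-tagged ERG Ets domain (1 uM in the protein solution; 300mM KCl, 50mM Tris-HCl, 1mM EDTA, 1mM DTT, pH 7.5) received compound, then a probe mix of 5 nM fluorescein-DNA and 100nM Texas-615-DNA. Fluorescence polarization was read for both dyes.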
12-LOX inh = blocks human arachidonate 12S-lipoxygenase; actives 1.1% (n = 580,000); purified 12hLO, xylenol orange hydroperoxide absorbance; Potency, µM (series often up to 108 µM), inactives show at the highest dose activity change, negative = inhibition, hits mostly inhibitors; also: potency is read from the fitted curve at half-maximal effect; % is scaled to controls: 0 for no effect and ±100 for the full control effect
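Hydroperoxide product was detected by ferrous iron/xylenol orange as the 573 to 405 nm absorbance ratio. Arachidonic acid at 40 uM (final) was turned over for 30 min at room temperature by 150 nM human 12hLO, pH 7.0 Hepes buffer, after 15 min compound preincubation.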
PI4K2A block = PI4K2A (human) kinase inhibition | Q9BTU6 | purified PI4K2A, ADP-Glo luminescence, 1 h; hits give low values | activity change, negative = inhibition, % at 76.9 µM | actives 0.13% (n = 420,000) | AID 1346378; in the data active = activity change below about -50%; inconclusive = mostly about -30% to -49%;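 also: -100% = wells without enzyme as full effect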
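PI4K2A activity was measured by ADP-Glo luminescence: enzyme (4 ug/mL stock) and phosphatidylinositol (1.2 mM stock) in Tris pH 7.5/MgCl2/EGTA/Triton X-100 buffer were reacted with ATP (300 microM stock) for one hour at ambient temperature.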
Starred values were filed as active, the others as inactive; ? = inconclusive; · = no result given; & = joins results of further samples; [ ] = remark or other dose. Unless noted, calls follow the shape of the dose curve; as a rule, active = well fitted curve in the direction sought with a large enough effect; inconclusive = small, poorly fitted or top-dose-only effect, or another doubt; inactive = no such curve, though single readings can be large; an effect the other way counts as inactive or inconclusive. These rows are one share of the data, so the mix of outcomes need not match the whole.

SMILES | RGS4 inh | BAZ2B inh | HP1b chromo inh | JMJD2A Tudor | GLS inhibitor | G9a block | ERG Ets-DNA blk | 12-LOX inh | PI4K2A block
Cc1nn(CC(C)C)c(Cl)c1C(=O)NC1CCCCC1 | 11% | -5% | 32% | -12% | 4% | 2% | -2% | -4% | 7
O=C1NC(=O)C2(CCN(c3ccccc3)CC2)C(=O)N1 | -7% | · | 34% | -14% | 44%[activator] | · | · | -18% | 0
CN1OC[C@@H]2CN[C@H](c3ccccc3Br)C[C@@H]21 | -11% | · | 8% | -17% | 4% | · | -16% | 27% | -1
Cc1cc(/C=C2/C(=O)NC(=O)N(Cc3ccco3)C2=O)c(C)n1-c1ccccc1 | ? | ? | 71µM* | 50µM* | 3% | 10µM* | 19% | ? | -13
O=C(COc1ccc(Cl)cc1)N1CCN(Cc2ccccc2)CC1 | -4% | -5% | 21% | -5% | 4% | 5%[59 µM] | · | -4% | 1
CCCCn1c(N)c(C(=O)OCCOC)c2nc3ccccc3nc21 | -1% | 12% | 23% | 1% | 0% | 1% | ? | 0% | -1
COC(=O)C1=C(c2ccccc2OCc2ccccc2)C[C@@H]2CC[C@H]1N2C(=O)NCCN1CCOCC1 | -11% | 3% | 51%[activator] | -11% | -7% | 19%[2.33 µM] | -8% | -57% | 6
O=C(O)C(O)(c1ccccc1)C1CCCCC1 (centres undefined) | 15% | -27% | 26% | -12% | -1% | 4% | -4% | ? | 1
COc1ccc(/C=C2/C(=O)NC(=O)N(c3ccc(C)c(C)c3)C2=O)cc1CN1C(=O)c2ccccc2C1=O | ? | 50µM* | -11% | 50µM* | -24% | 11µM* | 0% | ? | -18
Cn1cc(Br)c(C(=O)Nc2ccc3c(C(F)(F)F)cc(=O)oc3c2)n1 | -5% | 0% | 22% | 1% | -14% | ? | 11% | ? | 3
O=C(CCn1c(=O)oc2ccccc21)N1CCN(C(c2ccccc2)c2ccccc2)CC1 | -8% | -4% | 26% | -23% | 0% | ? | -8% | -2% | 0
CCOc1cccc(=NC2CCCCC2)c2c(C)n(C)c(C)c12 | 0% | ? | ? | ? | 7% | 50µM* | 1% | -5% | -2
COC(=O)C(C)Oc1cc(C)cc2oc(=O)c3c(c12)CCC3 (centres undefined) | -4% | -15% | 28% | -3% | -11% | -1% | -10% | 5% | -2
N#CC1(c2ccccc2)CCN(C2CC(=O)N(c3ccc(F)cc3)C2=O)CC1 (centres undefined) | 9% | -6% | 38%[activator] | -5% | -1% | · | -1% | -3% | 0
O=S1(=O)OCCC(c2ccccc2)N1Cc1ccccc1 (centres undefined) | 4% | -4% | 51%[activator] | 26% | -1% | -1% | 3% | -1% | 1
Cc1cccc(NC(=O)N2CC3CC(C2)c2cccc(=O)n2C3)c1 (centres undefined) | -20% | -1% | 20% | -7% | -1% | · | -3% | 2% | 2
Cc1cccc(N2C(=O)CC(=O)NC2=O)c1 | -16% | -2% | 41%[activator] | -17% | 1% | ? | 0% | ? | -15
COC(=O)c1ccc(NS(=O)(=O)NC(=O)c2cn(C)c3ccccc23)cc1 | -23% | ? | 12%[57 µM] | -13% | 2% | 79µM* | 8% | -28% | -3
O=c1c2ccccc2nc(Cc2cccc([N+](=O)[O-])c2)n1-c1ccc(O)cc1 | -6% | -18% | ? | -32% | -11% | -24% | 6% | 9% | 11
CCCN(CCC)C1CCc2ccc(O)cc2C1 (centres undefined) | 6%[56.9 µM] | 9% | 41%[activator] | -12% | 63%[activator] | 37%[activator][12.7 µM] | ? | -16%&-4% | 2&-1
C=CCn1c(O)c(C(CC)=NCCC2=CCCCC2)c(=O)[nH]c1=O | -21% | -5% | 29% | 4% | · | · | -5% | -28% | 4
CCn1cc(C=C2C(=O)N(C)C(=O)N(C)C2=O)c2ccccc21 | -11% | 6% | 36% | -15% | -7% | 3%[0.501 µM] | 2% | -9% | -1
Cn1c(N)c(C(=O)COC(=O)Cc2ccccc2)c(=O)n(C)c1=O | 4% | · | 13%[57 µM] | -1% | 1% | · | -2% | -18% | -2
Clc1ccc2c(c1)CCc1cccnc1C2=C1CCNCC1 | · | ? | · | · | -20% | -1%&2%[59 µM] | · | 5% | 0
Cn1cc(C(=O)OCC(=O)Nc2ccccc2)c2ccccc21 | -24% | 10% | 13% | -15% | -7% | -5%[0.501 µM] | -12% | 6%&-3% | -4

Following part
SMILES | RGS4 inh | BAZ2B inh | HP1b chromo inh | JMJD2A Tudor | GLS inhibitor | G9a block | ERG Ets-DNA blk | 12-LOX inh | PI4K2A block
CNCC(O)c1cc(F)c(OCc2ccccc2)c(OCc2ccccc2)c1F (centres undefined) | -17% | · | 9% | -33% | 3% | · | · | ? | -3
C[C@@H]1O[C@@H](Oc2c(-c3ccc(O)c(O)c3)oc3cc(O)cc(O)c3c2=O)[C@H](O)[C@H](O)[C@H]1O | -18%&-4% | · | 68%&23%[activator] | ? | 62%&35%[activator] | · | 18%&-4% | ? | -1&-8
CN1CCN(c2nc3ccccc3o2)CC1 | -6% | -36% | 17% | -7% | 1% | · | 15% | -15% | -4
NP(=O)(Nc1ccccc1)Nc1ccccc1 | -13% | · | 6%[57 µM] | -17% | 6% | · | -1% | -1% | -3
O=c1[nH]c(=O)n(Cc2ccc(F)cc2)c(O)c1C=NCCN1CCCCC1 | 22% | -29% | 29% | -29% | 5% | -3%[12.7 µM] | 5% | -6% | 1
COc1cc2c(c(OC)c1OC)-c1ccc(O)c(=O)cc1[C@@H](NC(C)=O)CC2 | 5% | · | 51%[activator] | 56µM* | 14% | · | 6% | -11% | 6
Cc1cc(O)c2c(c1)C(=O)C13C(=C2O)C(=O)[C@H]2[C@@H](O)[C@@H]1[C@H]1[C@H](O)[C@@H]3C(=O)C3=C(O)c4c(O)cc(C)cc4C(=O)C312 (some centres undefined) | -29% | -7% | 27% | ? | 62%[activator] | -25%[12.7 µM] | 8% | · | -75*
Nc1ncnc2c1ccn2[C@@H]1O[C@H](CO)[C@@H](O)[C@H]1O | 4% | · | 45%[activator] | -11% | -6% | · | -18% | 14%&5% | -10
C[C@@H]1CC[C@@]2(OC1)O[C@H]1C[C@H]3[C@@H]4CC=C5C[C@@H](O)[C@H](O)C[C@]5(C)C4CC[C@]3(C)[C@H]1[C@@H]2C (some centres undefined) | 0% | 20% | 12% | -1% | 0% | 13%[0.501 µM] | 2% | 0% | 2
CC(C)(C)[C@]1(O)C[C@@H]2OC(=O)C[C@@]23C(=O)O[C@@H]2OC(=O)[C@H](O)[C@]213 | -198%[56.9 µM] | 2% | 63%[activator] | -13% | -3% | 9% | 3% | -4% | -1
Cc1ccccc1-n1c(O)c(/C=N/NC(=O)c2ccncc2)c(=O)[nH]c1=O | 9% | ? | 35% | 89µM* | -5% | -1% | -6% | 244%[activator] | -5
Cc1ccc(OCC(=O)N2CCCC(N3CCN(c4ccc(F)cc4)CC3)C2)cc1 (centres undefined) | -8% | -31% | 28% | -23% | 15% | 8% | 10% | -5% | 4
CCOC(=O)C1=C(NC(=S)NC(=O)c2ccccc2)c2ccccc2CC12CCCC2 | -25% | -33% | -25% | ? | -2% | -14%[59 µM] | 3% | 20µM* | 3
CC(=O)[C@H]1CC[C@H]2[C@@H]3CC=C4C[C@@H](OS(=O)(=O)O)CC[C@]4(C)[C@H]3CC[C@]12C | -17% | · | 32% | 1% | 11% | · | -7% | -13% | -4
CCCNC(=O)N1[C@H]2CC[C@@H]1C(C(=O)OC)=C(c1cc3ccccc3s1)C2 | -8% | · | 27% | -15% | 4% | · | -4% | -5% | -3
COc1ccc2c(c1)CCc1c(C(=O)Nc3c(C)nn(Cc4ccccc4C)c3C)noc1-2 | 21% | -13% | 9% | -23% | 2% | ? | 5% | ? | 1
CCc1ccc(N2C(=O)NC(=O)/C(=C\c3cccn3CCOc3ccc(C(C)C)cc3)C2=O)cc1 | -18% | -18% | 19% | ? | 2% | 7.1µM* | 12% | ? | 0
N#CC(C#N)=Cc1cccnc1 | -31% | -1% | -24% | -4%[57.1 µM] | 68%[activator] | · | 2% | -1% | -9
O=c1[nH]c(=S)[nH]c(O)c1N=Nc1ccc2c(c1)OCCO2 | -3% | -27% | 24% | -9% | 24% | ? | 20% | -16% | -12
Cc1cc(=O)oc2cc(OCC(=O)N3CCC(C(=O)O)(c4ccccc4)CC3)ccc12 | 3% | -1% | 31% | -4% | -2% | · | 5% | 0% | 4
CN(C(=O)c1cccc(NC(=O)Cc2cccc([N+](=O)[O-])c2)c1)C1CCCCC1 | 9% | · | 14% | ? | 2% | · | 14% | -13% | 0

Single records, from the list above. Order of screens: RGS4 inh | BAZ2B inh | HP1b chromo inh | JMJD2A Tudor | GLS inhibitor | G9a block | ERG Ets-DNA blk | 12-LOX inh | PI4K2A block
Profile of CN1CCN(c2nc3ccccc3o2)CC1 → -6% | -36% | 17% | -7% | 1% | · | 15% | -15% | -4
Profile of COc1ccc(/C=C2/C(=O)NC(=O)N(c3ccc(C)c(C)c3)C2=O)cc1CN1C(=O)c2ccccc2C1=O → ? | 50µM* | -11% | 50µM* | -24% | 11µM* | 0% | ? | -18
Profile of Cc1cccc(NC(=O)N2CC3CC(C2)c2cccc(=O)n2C3)c1 (centres undefined) → -20% | -1% | 20% | -7% | -1% | · | -3% | 2% | 2
